High-throughput results (PubChem BioAssay)
CRFBP-R2 agonist = agonists of CRF-BP/CRF-R2 complex, primary screen, cell-based, HEK293, calcium dye fluorescence, uHTS; AID 588473, 2011; 350,000 tested, 0.46% active; activation, % at 13.2 µM; calcium dye fluorescence (FLIPR); percent of saturating CRF peptide response;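 active means activation of at least 50%, plus an integration ratio under a set limit after plate pattern correction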;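 further: plate controls were neutral control wells without compound for no effect and CRF at EC100 for full effect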
GalR3 antagonist = GalR3 antagonists in HEK293 cells, primary screen, cell-based, fluorescence readout | Galanin receptor type 3 (Homo sapiens), O60755 | HEK293 GalR3-CNG cAMP membrane potential fluorescence; galR3 body fused to GalR1 C-terminus | inhibition, % at 3 µM | 360,000 tested, 0.44% active | AID 651719, 2012;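 active means inhibition above the screen-wide average plus 3 SD, cut at about 13% in these data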;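 further: forskolin and galanin both at EC90 stimulate the cells; cAMP rise reported by CNG channel membrane potential dye signal; 0% = forskolin plus galanin with DMSO and 100% = forskolin alone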
Target sequence (O60755 1-299 limits assumed): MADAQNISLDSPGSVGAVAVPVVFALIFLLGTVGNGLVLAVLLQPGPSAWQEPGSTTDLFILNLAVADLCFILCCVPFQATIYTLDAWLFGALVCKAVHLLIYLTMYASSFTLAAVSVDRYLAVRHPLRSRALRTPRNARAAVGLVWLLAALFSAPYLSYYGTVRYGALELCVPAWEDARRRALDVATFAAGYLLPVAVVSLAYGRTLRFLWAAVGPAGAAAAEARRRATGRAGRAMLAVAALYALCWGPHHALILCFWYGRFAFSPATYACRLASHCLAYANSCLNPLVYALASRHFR
HCV NS3 hel inh = inhibitors of HCV NS3 helicase, primary screen, biochemical, Cy5 molecular beacon fluorescence; inhibition, % at 10.9 µM; Hepatitis C virus NS3 helicase; NS3 helicase DNA unwinding; 290,000 tested, 0.56% active; AID 1800, 2009;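 active means inhibition above the mean of all tested compounds plus 3 SD, set per campaign, cut at about 35% in these data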;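 further: 0% = DMSO wells and 100% = thioflavine S control wells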
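Assay system: hepatitis C virus NS3 helicase domain fragment enzyme. Also added: annealed dual-labelled DNA beacon duplex, ATP-started. Timing: 1 h reaction at 25 °C, ATP-initiated. Technique: Cy5 fluorescence at 0 and 60 min, beacon hairpin quenching. Evaluation: % inhibition of unwinding. Replication: one well per compound.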
CRFBP-R2 block = antagonists of CRF-BP/CRF-R2 complex, primary screen, cell-based, HEK293, calcium dye fluorescence, uHTS; CRF-induced calcium fluorescence; inhibition, % at 11.8 µM; 350,000 tested, 0.59% active; AID 588475, 2011;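 active means inhibition of the ligand-induced calcium signal above about 50% at the single tested concentration, limit read from the data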
MEKK2 mut-MEK5 = MEK5 binding signal on mutant MEKK2 PB1, primary screen, biochemical, multiplex bead flow cytometry, Alexa488-MEK5 | Alexa488-MEK5 binding to MEKK2 mutant | percent response, % at 10 µM | AID 1530, 2009 | 290,000 tested, 0.35% active; in the data active means percent response above about 24%, passing the limit was not always enough; further: inactives centre near 1; some results filed as inactive read as strong as hits; reference of the scale not given here
SUMO HTRF inh = inhibitors of in vitro SUMOylation cascade, primary screen, biochemical, HTRF, uHTS; SUMO-conjugating enzyme UBC9 (Homo sapiens), P63279; AID 2006, 2009; 290,000 tested, 0.36% active; inhibition, % at 35 µM; HTRF SUMOylation assay, SAE1/SAE2 + UBC9; in the data active means inhibition above about 50%, passing the limit was not always enough; further: strong numbers were not always called active
MEKK2 WT-MEK5 = modulators of MEK5 binding to wildtype MEKK2, primary screen, biochemical, multiplex bead flow cytometry, Alexa488-MEK5. binding response (% of control), % at 10 µM. Mitogen-activated protein kinase kinase kinase 2 (Homo sapiens), Q9Y2U5. Alexa488-MEK5 binding to MEKK2 WT; actives lie on both sides. 290,000 tested, 1.1% active; in the data active means binding response below about 67% or above about 130%
MEKK3 PB1 HTS = modulators of MEKK3-MEK5 PB1 binding, primary screen, biochemical, wildtype MEKK3, multiplex bead flow cytometry, Alexa488-MEK5. Mitogen-activated protein kinase kinase kinase 3 (Homo sapiens), Q99759. bead-based flow cytometry, Alexa488-MEK5 binding to MEKK3; actives lie on both sides; 0 = blocked by unlabeled MEK5, 100 = vehicle. binding response (% of control), % at 10 µM. 290,000 tested, 1.4% active. AID 1529, 2009;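 active means binding response more than 3 SD above or below the average of its plate-row segment, actives on both sides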;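 further: Alexa488 bead fluorescence after subtracting the streptavidin-only scavenger bead signal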
Target sequence (Q99759 whole entry, looked up): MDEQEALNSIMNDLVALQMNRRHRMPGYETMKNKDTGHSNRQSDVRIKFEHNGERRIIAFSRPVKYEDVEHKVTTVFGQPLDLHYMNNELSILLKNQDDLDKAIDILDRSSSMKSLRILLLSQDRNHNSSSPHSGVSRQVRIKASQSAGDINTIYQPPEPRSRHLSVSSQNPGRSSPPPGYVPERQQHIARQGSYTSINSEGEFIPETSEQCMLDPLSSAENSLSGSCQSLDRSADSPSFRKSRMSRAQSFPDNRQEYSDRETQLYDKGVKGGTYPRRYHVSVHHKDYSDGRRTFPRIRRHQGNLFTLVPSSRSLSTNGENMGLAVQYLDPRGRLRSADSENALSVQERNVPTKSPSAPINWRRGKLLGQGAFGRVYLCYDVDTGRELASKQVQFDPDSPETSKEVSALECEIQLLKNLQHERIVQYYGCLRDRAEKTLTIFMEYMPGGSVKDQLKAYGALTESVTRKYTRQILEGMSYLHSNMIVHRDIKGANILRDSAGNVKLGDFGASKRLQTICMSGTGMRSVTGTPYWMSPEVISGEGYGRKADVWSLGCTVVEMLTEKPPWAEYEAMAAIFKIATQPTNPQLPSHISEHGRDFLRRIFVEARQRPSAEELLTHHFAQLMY
DNA FID counter = compounds displacing fluorescent DNA intercalator, primary screen, artefact control for HCV NS3 helicase inhibitor project, biochemical, FID fluorescence | DNA fluorescent intercalator displacement | inhibition, % at 7.9 µM | 290,000 tested, 0.17% active | AID 1845, 2009; in the data active means inhibition above about 37%;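 further: 0% = vehicle and 100% = reference compound; higher means more ethidium bromide displaced from hairpin DNA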
The depositor's hits bear a star; x = not tested or not shown; & = joins results of further samples; ! = a repeat was not active; [ ] = remark or other dose. A portion of the library (hit frequency here may not be typical).

SMILES	CRFBP-R2 agonist	GalR3 antagonist	HCV NS3 hel inh	CRFBP-R2 block	MEKK2 mut-MEK5	SUMO HTRF inh	MEKK2 WT-MEK5	MEKK3 PB1 HTS	DNA FID counter
Nc1nc(SCC(=O)Nc2ccccc2Oc2ccccc2)n[nH]1	-2.8	-2	-3	-11	0	-4	103	100	-4
CCCCOC(=O)c1ccc(NC(=O)c2ccccc2OC)cc1	35	-4	-15	-33	2	8	118	136*	-13
O=C(NCCN1CCCC1=O)Nc1ccccc1	1.4	1	-4	-5	2	19	102	103	0
Cc1ccc2cc(C=O)c(Cl)nc2c1	5.8	-5	8	2	4	-2	98	103	-2
COc1ccc(CNC2=CC(=O)CC(C)(C)C2)cc1	-2.4	0	3	25	-8	14	94	98	-7
Cc1nc(SCc2c(F)cccc2Cl)n[nH]1	-2.1	-5	8	4	-2	12	98	96	-7
O=c1[nH][nH]c(=O)c2cc(N3CCCC3)ccc12	0.4	1	-3	-11	4	17	103	102	4
COc1ccc2c(c1)O[C@H](c1ccc3c(c1)OCO3)[C@@H](OC(=O)N[C@H](C)C1CCCCC1)C2=O	x	x	-1	x	-3	19	93	107	-10
Cc1ccc(C(=O)N[C@H](C(=O)OCc2cc(=O)n3c(n2)sc2ccccc23)C(C)C)cc1	-4.6	-2	5	-22	1	-13	102	105	-12
Cc1ccc(-c2cc(C(F)(F)F)c(C#N)c(SCC(=O)O)n2)cc1	-0.1	-3	25	3	-6	20	90	97	-26
COC(=O)CN1C(=O)[C@H]2[C@@H](c3ccc(C)o3)N3C(=O)CN(Cc4ccc(-c5ccccc5)cc4)C(=O)[C@@]3(C)[C@H]2C1=O	-2.0	-4	-2	-6	0	2	104	102	-39
O=C(NC1CCCCC1)C(c1ccncc1)N(CC1CCCO1)C(=O)C(F)(F)F (centres undefined)	1.2	-2	5	4	3	6	100	101	-11
COc1ccc(Nc2nc(C(=O)NCCCN3CCOCC3)cs2)cc1	-1.2	-3	-5	-25	0	4	105	99	13
c1ccc(-c2cn3c(n2)CCc2ccc4cccnc4c2-3)cc1	3.9	-6	-12	-35	1	12	106	100	-10
Cc1nccn1CCOc1ccc(Cl)cc1	-2.0	-9	-8	13	6	4	112	105	2
Cc1ccc(C)c(Sc2ccc(NC(=O)CCl)cc2)c1	2.2	-3	-26	-7	-3	9	101	100	-4
Cc1ccc(NC(=O)NC(=O)c2ccccc2)cc1F	2.5	x	3	-4	2	10	108	109	0
CCCN1CCC(NC(=O)Nc2ccccc2C(=O)OC)CC1	1.8	-5	2	18	-1	9	99	102	2
CN(C)S(=O)(=O)NCC1CCCN(Cc2ccc(-c3ccccc3)cc2)C1 (centres undefined)	0.5	-9	-7	15	11	10	125	108	-9
COc1cc(OC)cc(-n2nnnc2SCC(=O)NC2CCCC2)c1	-2.5	-4	5	14	2	-8	103	105	-10
CC(=O)Nc1ccc(C2=NN(Cc3nnc(-c4ccccc4)o3)C(=O)SC2)cc1	1.2	3	3	-16	6	-12	108	108	-23
Cc1cc(C)nc(SCc2c(F)cccc2Cl)n1	-0.1	-6	-5	12	14	2	106	105	-24
CCc1ccc(C(=O)COC(=O)CNC(=O)CNS(=O)(=O)c2ccccc2)cc1	-0.2	-2	-1	-4	3	2	101	94	-32
O=C(N/N=C1\CCCc2ccccc21)C(O)c1ccccc1 (centres undefined)	0.3	-1	0	6	-1	-2	100	104	-2
COc1ccc(NS(=O)(=O)c2cccc(NC(=O)CCS(=O)(=O)c3ccccc3)c2)cc1	-0.7	-1	-3	-11	2	-2	105	100	-7
Cc1ccc(-c2cc(C(=O)N/N=C/c3ccccc3)n[nH]2)o1	-1.2	-9	16	-28	3	-1	93	101	-19
CC(=O)Nc1ccc2c(c1)nc(C)n2Cc1ccccc1	0.3	-6	8	-2	4	-10	105	103	-5
O=[N+]([O-])c1ccc(CNc2cccc(F)c2)s1	-0.6	-10	-5	2	5	20	107	103	7
C[N+](C)(C)CCCCCC[N+](C)(C)C	-1.0	x	x	-13	3	x	106	100	x
C/C(CC(=O)Nc1cccc(F)c1)=N\NC(=O)C(=O)NC1CCCCC1	0.4	-6	9	6	-2	5	97	100	-12

Part of the list above, limited to CRFBP-R2 agonist, MEKK2 mut-MEK5 and CRFBP-R2 block.
| canonical_smiles | CRFBP-R2 agonist | MEKK2 mut-MEK5 | CRFBP-R2 block |
| --- | --- | --- | --- |
| O=[N+]([O-])c1ccc(CNc2cccc(F)c2)s1 | -0.6 | 5 | 2 |
| C[N+](C)(C)CCCCCC[N+](C)(C)C | -1.0 | 3 | -13 |

The results go on:
SMILES	CRFBP-R2 agonist	GalR3 antagonist	HCV NS3 hel inh	CRFBP-R2 block	MEKK2 mut-MEK5	SUMO HTRF inh	MEKK2 WT-MEK5	MEKK3 PB1 HTS	DNA FID counter
CC1(C)Cc2c(cnn2-c2ccccc2)C(NC(=O)CCN2CCCCO2)C1 (centres undefined)	0.1	-3	10	-12	3	5	98	100	-44
O=C(CSc1ncn(-c2ccccc2)n1)Nc1nccs1	-1.3	-3	-4	5	-9	12	88	93	-4
CCC(C)c1ccc(OCCN2CCCC2)cc1 (centres undefined)	0.5	-3	0	-17	3	13	109	102	11
CN(C)S(=O)(=O)c1cccc(C(=O)Nc2ccc(N3CCOCC3)cc2)c1	0.6	1	0	3	-4	8	93	96	-7
O=C(OC1CCOC1=O)c1ccc(NS(=O)(=O)c2cccs2)cc1 (centres undefined)	2.0	-3	14	-8	-1	28	101	101	4
Cc1ccc(OCCN2CCN(CC(O)Cn3c4ccccc4c4ccccc43)CC2)cc1 (centres undefined)	x	-5	-86	x	59*	-4	239*	106	30
COc1ccc(NC(=O)CCCn2c(=S)[nH]c3ccccc3c2=O)cc1	-0.8	1	2	7	8	11	106	104	-5
CS(=O)(=O)c1ccc(NCCN2CCOCC2)c([N+](=O)[O-])c1	0.6	-9	-2	5	-7	-6	98	101	2
COc1ccc(/C=N/NC(=O)Cn2nnc3ccccc32)cc1OC	1.0	-3	3	9	1	31	100	106	-13
CC(C)C(c1nnnn1C(C)(C)C)N1CCN(c2cccc(Cl)c2)CC1 (centres undefined)	-2.5	-4	-7	-4	1	-2	97	96	-2
COc1ccc(NC(=O)CSc2nnc(CNC(=O)c3cccs3)o2)c(OC)c1	-2.5	-1	-4	-9	5	18	109	108	-5
Cn1c(=O)[nH]c(=O)c2c1nc(N1CCN(CCO)CC1)n2Cc1ccccc1Cl	-0.9	-8	11	-5	9	7	105	107	-7
Cc1ccc(Cn2nnc3c(=O)n(CC(=O)NCC4CCCO4)cnc32)cc1 (centres undefined)	0.3	-1	23	8	-2	18	103	104	-22
NC(N)=N/N=C/c1c(Cl)cccc1Cl	0.2&-0.6	-3&-6	15&-6	-11&-5	-13&7	7&-2	51&106	44*![inhibitor]	4&1
CCOC(=O)c1cc2c(=O)n3ccccc3nc2n(CCOC)c1=NC(=O)C(C)(C)C	0.0	-2	6	-5	2	12	96	99	3
COc1cccc(CNCCO)c1OCc1ccccc1Cl	-0.7	-6	-7	-2	0	6	107	117	13
O=C(CN1CCN(Cc2ccc(F)cc2)C1=O)NCc1cccs1	-1.8	6	x	6	8	14	100	96	x
COc1ccc(-c2cn[nH]c2-c2ccc(OCC(=O)NN)cc2O)cc1	5.9	-8	1	-17	9	0	102	102	-33
COc1cc(/C=N\NC(=O)CNC(=O)C(c2ccccc2)c2ccccc2)ccc1O	5.6	-7	-2	-25	5	-15	98	103	-12
O=C(Cn1nnc(-c2ccccc2F)n1)Nc1ccc2c(c1)OCO2	-2.0	-4	-4	-5	-1	22	98	99	-2
Cc1ccccc1C(=O)Nc1cc(NC(=O)c2ccccc2C)cc(C(=O)O)c1	1.3	-10	-4	-2	1	2	103	95	-17
COCc1cc([C@@H]2C[C@H]3CN(c4ccccc4)C(=O)[C@]34CCCN24)ccc1OC	0.8	-7	0	0	1	13	105	102	-8
NC(=O)[C@@H]1CCCN1Cc1nc(Cc2ccccc2Cl)no1	5.5	-5	2	-4	0	0	99	100	-2
COC(=O)Cc1ccc(NC(=S)NCCC(C)C)cc1	-2.0	-2	-3	88*	2	14	101	105	-10
Cc1oc2c(F)c(F)c(F)c(F)c2c1S(=O)(=O)Nc1cccc(C(F)(F)F)c1	21	-1	-8	18	-4	-9	98	99	-18
CCCn1nc(NS(=O)(=O)c2ccccc2)c2cc3cc(C)ccc3nc21	-2.1	-2	-4	3	-4	-16	96	96	1
O=C(Nc1nc(-c2cccc([N+](=O)[O-])c2)cs1)C(c1ccccc1)c1ccccc1	2.3	-3	1	21	-5	2	106	94	0
O=C(Nc1cccnc1)OC1CCCCC1	-0.8	-4	-1	6	0	8	111	121	1
COc1ccc(C(CNc2nc(-c3cccnc3)nc3ccccc23)N(C)C)cc1 (centres undefined)	-1.0	-10	-34	-7	23	10	107	105	24
C=CCNC(=O)c1onc(CCl)c1C(=O)OC	-0.9	-1	5	1	2	37	99	107	4
COc1ccc(C)cc1CN1C(=O)c2ccccc2C1=O	-0.2	-13	2	13	9	6	103	104	-22
COc1ccccc1C(=O)Nc1ccc(-c2nnc(SCC(=O)O)n2C)cc1	-1.0	-4	-1	-21	-5	18	99	96	-41
Cc1c(C(=O)NCCSCc2c(F)cccc2Cl)cnn1-c1ccc(Cl)cc1	-0.8	0	4	13	28	-14	128	129*	-33
O=C(CSc1nc2ccccc2o1)NC1CCCC1	-0.9	-8	2	10	5	30	99	101	-9
COc1ccc(CCC(=O)NCC2CCCCC2)cc1OC	4.1	-2	4	-12	5	-1	100	100	-13
Cc1nn(CCC(N)=O)c2nc(-c3cccs3)cc(C(F)(F)F)c12	-0.5	-2	2	-19	0	3	101	108	-24
CCc1n[nH]c(=S)n1/N=C/c1cc(Br)c(O)c(OC)c1	1.1	4	6	-3	2	-7	100	101	-2
Cc1cccc(C)c1OCC(O)CN1CCN(c2ccccc2)CC1 (centres undefined)	-0.2	5	-12	-6	-4	-14	91	82	2
CCCC(=O)N1CCN(c2ccc(NC(=O)c3ccco3)cc2)CC1	-1.2	-4	11	-9	0	-16	98	96	-10
CCc1ccc(-c2nc(CN3CCC(C(=O)NCCN(CC)c4ccccc4)CC3)c(C)o2)cc1	-0.5	-4	-50	-22	15	17	184*	104	16
